# MBD2 inh: blocks human MBD2 binding to methylated DNA. inhibition, % at 4.4 µM. hit rate 0.31% among 370,000. TR-FRET, MBD2 binding to methylated oligonucleotide. Q9UBB5; in the data active = inhibition above about 13%
# TCR-CD3 inh: human TCR-CD3 binding inhibition | TAMRA-labeled TCR probe fluorescence, biochemical | inhibition, % at 9.4 µM | hit rate 0.37% among 360,000 | AID 651800; in the data active = inhibition above about 19%;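 also: recombinant mutant TCR 2C K166C tagged with TAMRA read by polarization; 0% = receptor in buffer alone and 100% = receptor with positive control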
# HTRA1 inh: blocks human HTRA1 serine peptidase | hit rate 0.5% among 340,000 | inhibition, % at 5.96 µM | Q92743 | AID 504803 | recombinant HTRA1, FP-rhodamine activity-based probe, fluorescence polarization; in the data active = inhibition above about 36%;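 also: 0% = enzyme with DMSO and 100% = wells lacking enzyme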
# Target sequence (Q92743 whole entry, looked up): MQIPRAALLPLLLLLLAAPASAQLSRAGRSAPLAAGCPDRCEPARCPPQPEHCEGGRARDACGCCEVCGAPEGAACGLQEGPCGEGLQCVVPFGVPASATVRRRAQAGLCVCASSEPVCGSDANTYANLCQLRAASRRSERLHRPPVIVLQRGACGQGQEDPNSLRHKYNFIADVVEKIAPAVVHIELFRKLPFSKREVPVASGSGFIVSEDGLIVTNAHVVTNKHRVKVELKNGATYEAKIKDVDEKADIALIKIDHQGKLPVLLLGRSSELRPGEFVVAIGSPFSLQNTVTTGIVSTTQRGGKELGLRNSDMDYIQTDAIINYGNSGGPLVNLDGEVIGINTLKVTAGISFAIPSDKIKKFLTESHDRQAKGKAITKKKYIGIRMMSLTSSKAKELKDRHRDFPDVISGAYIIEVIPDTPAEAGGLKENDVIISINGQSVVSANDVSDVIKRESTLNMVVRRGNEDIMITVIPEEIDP
# PRMT1 inh: inhibitors of human PRMT1 | recombinant PRMT1, activity-based probe fluorescence polarization | inhibition, % at 2.79 µM | hit rate 1.3% among 370,000;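 active = inhibition above about 21% made by adding two undisclosed values, limit read from the data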
# mABHD4 FP: ABHD4 (mouse) inhibition, primary FP screen. Q8VD66. purified mABHD4, FP-Rh probe fluorescence polarization. inhibition, % at 8.92 µM. hit rate 0.54% among 370,000. AID 720543;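 active = inhibition exceeding the mean over every tested compound plus 3 SD, cut at about 30% in these data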;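 also: 0% = plate median of compound wells and 100% = S159A mutant with DMSO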
# Target sequence (Q8VD66 whole entry, looked up): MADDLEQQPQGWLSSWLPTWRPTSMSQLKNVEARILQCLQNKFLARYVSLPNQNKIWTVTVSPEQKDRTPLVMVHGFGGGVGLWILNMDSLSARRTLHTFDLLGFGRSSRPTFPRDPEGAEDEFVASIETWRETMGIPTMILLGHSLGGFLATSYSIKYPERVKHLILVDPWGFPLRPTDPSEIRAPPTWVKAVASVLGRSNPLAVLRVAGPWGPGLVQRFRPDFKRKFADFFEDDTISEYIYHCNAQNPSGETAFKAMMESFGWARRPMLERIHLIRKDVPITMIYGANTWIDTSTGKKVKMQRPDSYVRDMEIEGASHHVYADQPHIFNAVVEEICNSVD
#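 Test system: mABHD4 protein | Buffer or medium: HEPES pH 7.0 buffer, 150 mM NaCl, 0.01% Pluronic F-127 | Probe or stimulus: FP-Rh fluorescent activity-based probe, added after compound pre-incubation | Timing: Pre-incubation 45 min, probe exposure 60 min, at 25 °C | Technique: Fluorescence polarization, excitation 525 nm, emission 598 nm, BODIPY TMR filters | Repeats: Single well per compound (singlicate)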
# SIAE primary: inhibitors of human sialic acid acetylesterase SIAE; AID 1053197; inhibition, % at 9.66 µM; SIAE FP-Rh probe binding, fluorescence polarization; Q9HAT2; hit rate 0.69% among 370,000;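 active = inhibition above a cutoff: mean of compounds within the control limits plus 3 SD of those, cut at about 17% in these data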;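 also: 0% = plate median of compound wells and 100% = probe without SIAE protein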
# UHRF1 MBD2 ctr: blocks human UHRF1 binding to methylated DNA | Q96T88 | UHRF1 binding to methylated oligo, TR-FRET | inhibition, % at 4.4 µM | hit rate 0.75% among 370,000 | AID 687016; in the data active = inhibition above about 21%;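 also: UHRF1 SRA domain binding a hemimethylated CpG hairpin DNA probe; 0% = median of test compound wells and 100% = reference inhibitor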
# rCAG RNA binder: molecules binding r(CAG) RNA repeats | r(CAG) RNA repeat, TO-PRO-1 dye displacement fluorescence | inhibition, % at 3 µM | hit rate 1.3% among 370,000;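 active = inhibition above the plate cutoff, the mean of all test compounds on that plate plus 3 SD, cut at about 35% in these data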;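 also: 0% = DMSO alone and 100% = 100 µM mitoxantrone as full dye displacement; higher means more dye released from RNA so lower well fluorescence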
# NPR1 activator: GC-A (human) enzyme activation; AID 1671463; HEK293 GC-A cells, cGMP TR-FRET, EC30 ANP; 0% at EC30 ANP, 100% saturating ANP; hit rate 0.14% among 370,000; P16066; activation, % at 10 µM; in the data active = activation above about 40%
# NPR2 activator: GC-B (human) receptor activation; P20594; HEK293-GC-B cells, CNP EC30, cGMP TR-FRET; 0% at EC30 CNP, 100% saturating CNP; activation, % at 10 µM; hit rate 0.11% among 370,000;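 active = activation at 10 µM reaching about 35% in either raw or pattern-adjusted values, limit read from the data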
# * = called active by the depositor; i = inactive; . = no result given. A portion of the library. The share of hits here may be higher or lower than overall.
SMILES,MBD2 inh,TCR-CD3 inh,HTRA1 inh,PRMT1 inh,mABHD4 FP,SIAE primary,UHRF1 MBD2 ctr,rCAG RNA binder,NPR1 activator,NPR2 activator
O=C(O)c1cc(NCc2ccccc2C(F)(F)F)ccc1N1CCOCC1,-5,1,-3,0,-3,-1,-2,-1,6,2
C=CSc1sc(Cl)c(N(CC)CC)c1[N+](=O)[O-],-5,7,.,4,5,10,-2,10,-3,-4
Cc1c(C(=O)O)cccc1N1C(=O)Nc2ccccc2N1O,1,4,2,-5,2,6,-3,2,3,10
CCOC(=O)c1nc(S(C)(=O)=O)ncc1Cl,7,-8,9,4,5,3,1,0,13,1
O=C(CSc1nc2ccccc2o1)N1c2ccccc2Sc2ccccc21,7,-4,-48,-2,-19,3,-2,-1,-25,-8
Cc1ccc(C)c(OCC(=O)NC2CCCCCC2)c1,5,2,-3,-5,6,9,-2,-8,-4,4
Cc1cccc(OCCCC(=O)Nc2nccs2)c1C,-6,-1,-5,-2,-1,10,0,5,-3,-9
O=C(CCNC(=O)c1ccc([N+](=O)[O-])cc1)NC1CCCCCC1,-3,3,4,2,0,15,0,2,2,3
CCOC(=O)N1CCN(C(=O)CNC(=O)c2ccc(Cl)cc2Cl)CC1,2,-2,10,-1,-4,4,-3,0,3,3
COC(=O)CCc1c(C)nn(-c2ccccc2)c1C,-3,2,2,-2,2,1,3,-2,-1,7
COc1cc(C(=O)NCCc2c[nH]c3ccccc23)ccc1OCc1c(C)noc1C,4,9,-2,0,-4,14,1,-6,3,2
COc1ccc([C@H]2CC(=O)C=C(c3ccnc4ccc(Cl)cc34)C2)cc1,-1,5,-45,0,-7,11,-1,2,-4,-9
Cn1c(=O)c2c(nc(C3CC4C5CCC(C5)C4C3)n2C)n(C)c1=O (stereo not given),-7,6,4,3,2,-2,0,1,22,-6
CCc1ccc(NC(=S)N(Cc2cccc(Br)c2)CC2CCC(C(=O)O)CC2)cc1 (stereo not given),1,9,-13,-1,-35,4,4,42*,1,1
Cc1cc(C(=O)CSc2n[nH]c(-c3ccccc3F)n2)c(C)n1Cc1cccs1,-1,3,-51,-2,-27,-9,-3,6,1,4
CCCCn1c(SCC(=O)N2CCc3ccccc32)nnc1-c1ccncc1,-6,-7,5,-1,1,6,1,-7,-5,-7
CCNC(=O)n1nccc1C(C)Oc1ccccc1 (stereo not given),-2,3,5,-1,2,-5,-1,-2,-3,1
Cn1ccnc1SCC(=O)Nc1ccc2ccccc2c1,10,4,-2,1,0,-4,19,-2,5,1
Cc1ccccc1-c1nnc(NC(=O)CSc2nc3ccccc3s2)s1,1,-3,-8,1,-7,-12,-2,22,1,-8
Nc1ccc2c3c(cccc13)C(=O)N(c1ccccc1)C2=O,-66,28*,21,174*,38*,10,-226,i,3,3
COc1ccc(N2CCN(CC(=O)N3c4ccccc4CC3C)CC2)cc1 (stereo not given),0,2,1,1,4,8,-1,-9,3,0
O=C(CN1CCCc2ccccc21)NC(=O)NC1CCCCC1,-5,-7,-3,6,1,3,0,-7,2,-3
Nc1nc(SCC(=O)N2CCc3ccccc32)[nH]c(=O)c1-c1ccccc1,9,1,-5,3,0,3,9,-1,-1,-2
Cc1cccc(NC(=O)c2sc3ncn(CC(=O)N4CCN(c5ccccn5)CC4)c(=O)c3c2C)c1,0,9,-27,2,5,-8,1,3,0,2
O=C(N/C(=C\c1ccccc1)C(=O)N1CCOCC1)c1ccccc1Cl,5,-1,7,1,5,2,1,-8,0,4
COc1ccc(Cl)cc1C(=O)NNC(=O)CSc1nnnn1C,0,9,4,3,2,-1,1,1,0,-1
COc1ccc(CN2CCC(Cc3ccccc3)CC2)cc1OC,8,-13,0,9,-5,-3,6,-10,1,0
CC(C)[C@@H](C(=O)NCC1CCCO1)N1C(=O)N2CCc3c([nH]c4ccccc34)[C@@]2(C)C1=O (stereo not given in full),1,3,-6,-4,-3,-2,-3,-9,-3,-10
CCOc1ccccc1NC(=O)C1CCN(S(=O)(=O)c2ccc(OC)c(OC)c2)CC1,-3,3,-4,0,-2,-4,-2,3,-4,-2
COc1ccc(C(C)=O)cc1COC(=O)c1cccnc1Cl,2,7,0,-5,-2,-7,1,-3,-3,-1
CCCCc1n[nH]c(=S)n1Cc1ccccc1,2,3,0,-3,-3,-4,3,-3,7,1
Cc1cc(C)c(C)c(S(=O)(=O)N2CCN(c3ncnc4ccccc34)CC2)c1C,1,3,-7,4,-9,3,0,2,-5,-4
CS(=O)(=O)c1ccc(NC(=O)c2cc3c(cc2Cl)N2CCCCCC2=NS3(=O)=O)cc1,-3,0,-6,-3,-3,1,-1,7,1,1
Cc1nn(C)c(C)c1NS(=O)(=O)c1ccc(OC(F)(F)F)cc1,1,-2,-4,1,-6,-2,4,-4,2,3
O=C(COC(=O)C1CC1)Nc1ncc(Cl)cc1Cl,-1,1,7,8,4,3,3,6,5,2
c1csc(C2Nc3ccccc3-c3nc4ccccc4n32)c1 (stereo not given),-1,2,-42,0,-14,-7,-2,8,11,11
O=C(CN1C(=O)NC(Cc2ccccc2)C1=O)Nc1ccccc1F (stereo not given),1,0,1,1,-2,3,1,-1,1,4
CC(C)(C)NC(=O)CSc1nnc(NC(=O)c2ccccc2Cl)s1,-5,3,-6,1,2,-3,1,-2,4,1
COc1ccc(CCNC(=O)CN2CCN(c3cccc(Cl)c3)CC2)cc1OC,5,9,-4,-1,-9,-11,5,5,-1,-1
CN(CC(=O)Nc1n[nH]c(=S)s1)S(=O)(=O)c1cccc2cccnc12,-1,3,-2,14,1,12,-1,11,7,2
CC(=O)c1cc2c(=O)c3ccccc3oc2nc1C,0,0,3,2,6,-2,-3,1,5,-6
C#CCNC(=O)C[C@H]1C[C@@]2(C(=O)OC)C(=C[C@H](C(C)(C)C)O[C@@H]2C)N(CCC2=CCCCC2)C1=O,4,-1,.,0,0,6,1,-1,2,-3
COc1ccc(NC(=O)/C=C2\SC(=O)NC2=O)cc1,0,-5,1,12,-17,-14,5,3,-3,-5
Cn1c(=O)c(=O)n(C)c2cc(S(=O)(=O)N3CCC(N4CCCCC4)CC3)ccc21,3,-1,3,6,4,2,7,-4,2,7
CCN(CC)CCCNC(=O)Cn1ncc2c(=O)oc3ccc(C)cc3c21,-10,-1,-5,-6,-7,1,-2,6,-3,-1
COCCN(CC(=O)Nc1cccc(C)c1C)C(=O)c1ccc2ccccc2n1,0,2,4,2,6,-4,1,3,-2,3
OC(COc1ccccc1)Cn1cc(Br)cn1 (stereo not given),3,0,2,-4,2,3,14,-3,1,0
COC(=O)c1ccc(/C=N\N2CCN(Cc3ccc(C)cc3)CC2)cc1,3,9,-2,2,3,4,-1,-3,3,3

# Fetched by compound from the entries so far (2):
SMILES,MBD2 inh,TCR-CD3 inh,HTRA1 inh,PRMT1 inh,mABHD4 FP,SIAE primary,UHRF1 MBD2 ctr,rCAG RNA binder,NPR1 activator,NPR2 activator
CN(CC(=O)Nc1n[nH]c(=S)s1)S(=O)(=O)c1cccc2cccnc12,-1,3,-2,14,1,12,-1,11,7,2
OC(COc1ccccc1)Cn1cc(Br)cn1 (stereo not given),3,0,2,-4,2,3,14,-3,1,0

# Some of these compounds in order of molar mass, ascending:
SMILES,MBD2 inh,TCR-CD3 inh,HTRA1 inh,PRMT1 inh,mABHD4 FP,SIAE primary,UHRF1 MBD2 ctr,rCAG RNA binder,NPR1 activator,NPR2 activator
CCCCc1n[nH]c(=S)n1Cc1ccccc1,2,3,0,-3,-3,-4,3,-3,7,1
CC(=O)c1cc2c(=O)c3ccccc3oc2nc1C,0,0,3,2,6,-2,-3,1,5,-6
O=C(COC(=O)C1CC1)Nc1ncc(Cl)cc1Cl,-1,1,7,8,4,3,3,6,5,2
Cc1c(C(=O)O)cccc1N1C(=O)Nc2ccccc2N1O,1,4,2,-5,2,6,-3,2,3,10
c1csc(C2Nc3ccccc3-c3nc4ccccc4n32)c1 (stereo not given),-1,2,-42,0,-14,-7,-2,8,11,11
COc1ccc(CN2CCC(Cc3ccccc3)CC2)cc1OC,8,-13,0,9,-5,-3,6,-10,1,0
COC(=O)c1ccc(/C=N\N2CCN(Cc3ccc(C)cc3)CC2)cc1,3,9,-2,2,3,4,-1,-3,3,3
COc1ccc(Cl)cc1C(=O)NNC(=O)CSc1nnnn1C,0,9,4,3,2,-1,1,1,0,-1
COc1ccc(N2CCN(CC(=O)N3c4ccccc4CC3C)CC2)cc1 (stereo not given),0,2,1,1,4,8,-1,-9,3,0
Nc1nc(SCC(=O)N2CCc3ccccc32)[nH]c(=O)c1-c1ccccc1,9,1,-5,3,0,3,9,-1,-1,-2
CC(C)(C)NC(=O)CSc1nnc(NC(=O)c2ccccc2Cl)s1,-5,3,-6,1,2,-3,1,-2,4,1
CN(CC(=O)Nc1n[nH]c(=S)s1)S(=O)(=O)c1cccc2cccnc12,-1,3,-2,14,1,12,-1,11,7,2
Cc1cc(C)c(C)c(S(=O)(=O)N2CCN(c3ncnc4ccccc34)CC2)c1C,1,3,-7,4,-9,3,0,2,-5,-4
CCc1ccc(NC(=S)N(Cc2cccc(Br)c2)CC2CCC(C(=O)O)CC2)cc1 (stereo not given),1,9,-13,-1,-35,4,4,42*,1,1

# The listing continues:
SMILES,MBD2 inh,TCR-CD3 inh,HTRA1 inh,PRMT1 inh,mABHD4 FP,SIAE primary,UHRF1 MBD2 ctr,rCAG RNA binder,NPR1 activator,NPR2 activator
CCN(CC)S(=O)(=O)c1cc(NC(=O)c2cc(-c3ccccn3)nc3ccccc23)ccc1C,3,0,-53,-2,-46,-48,-2,13,4,8
Cc1cc(Nc2ccc(C(=O)N3CCCCC3)cc2)c2cccc(C)c2n1,4,-5,-3,-1,3,6,2,0,16,1
COc1cc(NC(=O)c2cccc(F)c2)ccc1NC(=O)c1cc2ccccc2o1,5,-2,1,7,-5,-2,-1,3,3,-1
CCn1c(SCC(=O)Nc2nccs2)nnc1-c1ccc(S(=O)(=O)N2CCCCCC2)cc1,-3,-2,-2,-3,-5,-2,0,-8,-2,4
COc1ccc(-c2csc(NC(=O)C3=NN(c4ccccc4)C(=O)CC3)n2)cc1,-2,5,-13,-2,-12,-6,4,3,1,-5
COC(=O)C1(C(=O)OC)c2ccccc2N(S(=O)(=O)c2ccc(C)cc2)C1CC(C)=O (stereo not given),4,-2,.,1,-3,-2,1,-1,-8,-7
O=C(NCc1ccccc1)c1c(Cl)nc(Cl)c(Cl)c1Cl,-2,1,-5,1,2,4,1,0,-40,-9
COc1ccccc1-n1c(C)nnc1SCC(=O)NCc1ccccc1,-2,5,5,1,4,-2,-1,-5,-3,2
COc1ccc(N2C(=O)CC(Sc3nnnn3-c3ccc(F)cc3)C2=O)cc1 (stereo not given),4,-1,-6,51*,1,2,-2,6,12,4
